# uPA surface inh – inhibitors of cell surface uPA generation. cell surface uPA generation assay, qHTS. Potency, µM (top dose mostly 38.3 µM), inactives show at the top dose activity change, negative = inhibition, hits mostly inhibitors. 330,000 compounds, 0.31% hits. AID 540303; active means well fitted inhibition curve with a large enough effect; inconclusive means small, poorly fitted or top-dose-only effect; inactive means no such curve, though single readings can be large or run the other way; tested in mouse RAW 264.7 cells; further: potency means the concentration at half of the fitted maximal effect; on the % scale 0 is the no-effect control and ±100 the full control effect; nearly all actives have a fitted effect of over 55% in size
# Rab9 promoter act – Rab9 promoter activation. Huh7 Rab9 promoter-luciferase reporter, luminescence, 24 h. Potency, µM (titrated, usually from 9.22 µM), without a hit: at the top dose activation, negative = inhibition, actives largely listed as activators. AID 485297. 320,000 compounds, 2.8% hits; further: potency means the concentration at half of the fitted maximal effect; % of control where 0% means no effect; nearly all actives have a fitted effect of over 60% in size
#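 Huh7 cells stably carrying Rab9 promoter–luciferase reporter, plated 1500 cells/well, compound added after 2 h and incubated 24 h at 37 °C; luciferase luminescence then read after 10 min with detection reagent.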
# Tb PFK block – T. brucei PFK enzyme inhibition | O15648 | T. brucei PFK, ADP-Glo luminescence | Potency, µM (series often up to 57.5 µM), inactives show top-dose activity, negative = inhibition, usual class: inhibitors | 330,000 compounds, 0.17% hits | AID 485367;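 further: potency means the concentration at half of the fitted maximal effect; 0% = uninhibited 1x PFK enzyme wells and -100% = no-enzyme wells; nearly all actives have a fitted effect of over 60% in size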
# Target sequence (O15648 whole entry, looked up): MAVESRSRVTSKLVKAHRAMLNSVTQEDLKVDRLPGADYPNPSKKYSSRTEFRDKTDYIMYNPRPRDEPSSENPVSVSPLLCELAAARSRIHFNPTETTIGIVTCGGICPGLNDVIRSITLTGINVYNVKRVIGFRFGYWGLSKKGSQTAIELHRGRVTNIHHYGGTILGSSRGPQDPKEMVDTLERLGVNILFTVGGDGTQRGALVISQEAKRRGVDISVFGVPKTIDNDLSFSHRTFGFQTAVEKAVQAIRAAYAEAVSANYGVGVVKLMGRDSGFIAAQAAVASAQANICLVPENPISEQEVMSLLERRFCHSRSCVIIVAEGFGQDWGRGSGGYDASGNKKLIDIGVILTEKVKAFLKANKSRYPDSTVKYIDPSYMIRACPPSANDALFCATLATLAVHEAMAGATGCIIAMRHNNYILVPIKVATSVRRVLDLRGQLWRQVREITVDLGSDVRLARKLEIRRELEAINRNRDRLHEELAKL
#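 Luminescent ADP detection (ADP-Glo, two-step: ATP depletion then ADP-to-ATP conversion for luciferase) reported PFK activity after 45 min room-temperature reaction of 1.25 nM enzyme with 0.5 mM F6P and 0.1 mM ATP at pH 8.0.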
# ELG1 genotoxic – genotoxicity induction in ELG1-luciferase HEK293T cells. Potency, µM (top dose mostly 46 µM), inactives show at the highest dose activity change, positive = activation, hits mostly activators. 330,000 compounds, 1.3% hits. HEK293T ELG1-luciferase reporter, luminescence, 16 h. AID 504466; further: potency means the concentration at half of the fitted maximal effect; % of control where 0% means no effect; nearly all actives have a fitted effect of over 60% in size
#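 After overnight (16 hr) compound treatment at 37 °C, ELG1-luciferase HEK293T cells were lysed with ONE-Glo; luminescence quantified 30 min later at room temperature.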
# FLuc modulator – counter-screen for miR-21 project: firefly luciferase inhibitors or activators; purified FLuc, Km substrates, luminescence inhibition; Potency, µM (titrated, usually from 57.5 µM), without a hit: top-dose activity change, negative = inhibition, usual class: inhibitors; 360,000 compounds, 6.9% hits;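 further: potency means the concentration at half of the fitted maximal effect; plate controls were vehicle for no effect and reference inhibitor for full effect; nearly all actives have a fitted effect of over 55% in size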
#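 Biochemical qHTS of compounds, final roughly 60 µM downward over six points, against 10 nM purified firefly luciferase using Km concentrations of substrates (10 uM D-luciferin, 10 uM ATP) in Tris acetate pH 7.5 buffer; luminescence output.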
# RORg inh – blocks mouse ROR gamma transcriptional activity; AID 2551; Drosophila S2 Gal4-RORgamma UAS-luciferase reporter, 20 h; Potency, µM (titrated, usually from 53.6 µM), for inactives: at the top dose activity change, negative = inhibition, most hits filed as inhibitors; P51450; 310,000 compounds, 5.4% hits; further: potency means the concentration at half of the fitted maximal effect; on the % scale 0 is the no-effect control and ±100 the full control effect; nearly all actives have a fitted effect of over 60% in size
# Target sequence (P51450 whole entry, looked up, the tested form may be a part): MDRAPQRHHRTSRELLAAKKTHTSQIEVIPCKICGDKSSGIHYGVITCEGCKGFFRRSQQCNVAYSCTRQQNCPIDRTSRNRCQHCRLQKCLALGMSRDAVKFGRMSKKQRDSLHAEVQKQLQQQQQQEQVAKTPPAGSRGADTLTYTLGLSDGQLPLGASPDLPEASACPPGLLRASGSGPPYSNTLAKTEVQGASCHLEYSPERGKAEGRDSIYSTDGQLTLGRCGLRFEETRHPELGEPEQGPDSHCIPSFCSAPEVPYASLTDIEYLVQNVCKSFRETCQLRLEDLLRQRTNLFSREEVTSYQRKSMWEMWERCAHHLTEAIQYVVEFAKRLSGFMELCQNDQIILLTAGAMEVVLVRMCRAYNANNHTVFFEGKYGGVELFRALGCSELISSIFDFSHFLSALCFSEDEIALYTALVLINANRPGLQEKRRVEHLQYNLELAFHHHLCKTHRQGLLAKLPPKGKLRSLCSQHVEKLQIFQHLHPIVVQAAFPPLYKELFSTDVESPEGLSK
#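 A Gal4/UAS one-hybrid system in insect cells: metallothionein-promoter Gal4–ROR gamma fusion plus Photinus luciferase reporter. Copper sulfate 700 uM final, 20 hr ambient incubation, luminescent detection after 10 min with reagent.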
# Giardia killer – kills Giardia lamblia | Giardia lamblia trophozoite viability | activity change, % at 7.66 µM, hits read low | 340,000 compounds, 0.15% hits | AID 540267; in the data active means activity change below about -80%; inconclusive means between about -30% and that limit;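 further: parasites exposed to compound for two days anaerobically before the ATP read; on the % scale 0 is the no-effect control and ±100 the full control effect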
#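 Compounds were tested on trophozoites seeded at 100 cells/well and held 48 hrs at 37 deg C anaerobically. An ATP-based luminescent kit measured the remaining live cells.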
# NPC1 promoter act – activators of NPC1 promoter; Huh7 NPC1 promoter luciferase reporter, 24 h; Potency, µM (top dose mostly 9.22 µM), without a hit: at the top dose activation, hits mostly activators; 320,000 compounds, 2.4% hits; AID 485313;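 further: potency means the concentration at half of the fitted maximal effect; % of control where 0% means no effect; nearly all actives have a fitted effect of over 60% in size; reporter is driven by a mutant NPC1 promoter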
#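 In 1536-well qHTS, Huh7 cells harboring an NPC1 promoter–luciferase construct received compound for 24 h; activation was quantified by luminescence following luciferase reagent addition.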
# VP16 counter – inhibits Gal4-VP16 luciferase reporter, ROR gamma counter-screen; 310,000 compounds, 3.5% hits; Drosophila S2 Gal4-VP16 UAS-luciferase, luminescence, 20 h; Potency, µM (series often up to 53.6 µM), without a hit: top-dose activity, negative = inhibition, usual class: inhibitors;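 further: Gal4-VP16 expression switched on by copper sulfate through the metallothionein promoter; potency means the concentration at half of the fitted maximal effect; on the % scale 0 is the no-effect control and ±100 the full control effect; nearly all actives have a fitted effect of over 50% in size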
# Coupling enz – coupling enzyme interference in Giardia aldolase counter-screen; coupling enzyme system counterscreen, AmpLite Red fluorescence; activity change, negative = inhibition, % at 58.2 µM, hits read low; 290,000 compounds, 0.67% hits; in the data active means activity change below about -30%; further: on the % scale 0 is the no-effect control and ±100 the full control effect
#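 Counterscreen of the coupled detection system alone, without aldolase: glyceraldehyde-3-phosphate coupling enzymes plus AmpLite Red readout. Compounds at 57.5 uM final, 10 min RT preincubation, 20 min RT reaction, fluorescence 525/598 nm.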
# KCNH2 3.1 inh – inhibitors of human KCNH2 3.1 potassium channel isoform; U2OS KCNH2 3.1, thallium flux FluxOr; active compounds read low; activity change, % (tested at about 1.8 µM); 340,000 compounds, 0.95% hits; AID 720553;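 active means maximum activity change below -70%; inconclusive means maximum activity change from -70% to -50%; inactive means maximum activity change above -50%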;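 further: thallium influx rate constant from kinetic fluorescence after stimulation buffer; on the % scale 0 is the no-effect control and ±100 the full control effect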
#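 U2OS cells transduced with KCNH2 3.1 mutant virus (1.77 x 10^8 /mL, 4 h), plated overnight at 37 C, loaded 45 min with FluxOr dye plus Red40 quencher. Thallium flux rate constant from kinetic reads after stimulation buffer, normalised to controls.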
# An asterisk follows results filed as active; ? = inconclusive; . = no result given; & = joins results of further samples; [ ] = another dose, or the depositor's remark. Unless noted, the call rests on the fitted dose curve; in most records, active means well fitted curve in the direction sought with a large enough effect; inconclusive means small, poorly fitted or top-dose-only effect, or another doubt; inactive means no such curve, though single readings can be large; an effect the other way counts as inactive or inconclusive.
SMILES,uPA surface inh,Rab9 promoter act,Tb PFK block,ELG1 genotoxic,FLuc modulator,RORg inh,Giardia killer,NPC1 promoter act,VP16 counter,Coupling enz,KCNH2 3.1 inh
Cc1c(-n2cc(C(=O)c3cc(Br)ccc3O)cc(C#N)c2=O)c(=O)n(-c2ccccc2)n1C,2%,-2%,1%,-3%,2%,43%,-5,-5%,9%,4,-1
COc1ccccc1-c1csc(NC(=O)c2ccc(N3C(=O)CCC3=O)cc2)n1,10%,-11%,-2%,-6%,?,19%,2,-4%,8%,1,4
CC(C)C(NS(=O)(=O)c1ccccc1)C(=O)N1CCCC1 (centres undefined),-2%,3%,3%,-1%,0%,-41%,2,-3%,-7%,7,0
CCOC(=O)CN1C(=O)CN(c2ccc(C)c(C)c2)C1=O,3%,-1%,0%,6%,3%,5%,-1,1%,9%,0,-11
CCC(C)C(=O)Nc1nc(C)c(-c2csc(Nc3ccc(Cl)cc3)n2)s1 (centres undefined),-10%,2%,1%,-6%,-18%,-44%,-1,-5%,10µM*,-1,2
CCOC(=O)COc1ccc(C)cc1-c1ccno1,3%,-6%,4%,2%,2%,0%,11,2%,11%,3,2
C/C(CC(=O)Nc1cccc2c1CCCC2)=N\NC(=O)COc1ccccc1,-2%,12%,-4%,1%,-3%,-26%,-30,0%,-17%,3,-3
CCCN(C(=O)C(=O)Nc1ccc2nc3n(c(=O)c2c1)CCCCC3)c1ccc(OCC)cc1,-4%,1%,9%,-9%,5%&4%,29%,-11,-1%,-13%,-1,3
CCC(=O)N1CCN(CCN=CC2=C(O)CC(c3cccs3)CC2=O)CC1 (centres undefined),-8%,0%,1%,2%,0%,-11%,9,-9%,-3%,0,8
CC(C)(C)c1ccc(C(=O)NCCOc2ccccc2)cc1,-3%,?,-3%,0.73µM*,0.34µM*,8.9µM*,-21,0.32µM*,?,-4,15
CCN(CC)C(=O)CN1CCC(n2c(C)nc3cc(C(F)(F)F)ccc32)CC1,3%,4%,-14%,4%,9%,21%,-9,-3%,22%,5,0
O=C(CCc1ccccc1)NCCS(=O)(=O)N1CCN(c2ccccc2)CC1,3%,-5%,-15%,-7%,-3%,.,-18,5%,.,.,-15
CCOc1ccc(N(CC(=O)NC2CCCC2)S(=O)(=O)c2ccccc2)cc1,-2%,2%,-1%,-2%,0%,-12%,10,-3%,-2%,0,5
Cc1c(CCOC(=O)C23CC4CC(CC(C4)C2)C3)sc[n+]1Cc1ccccc1,-4%,-1%,-1%,-9%,0%,0%,0,0%,-18%,12,4
COC(=O)c1ccc(C23CC4(C2)[C@H](CN(C)[C@@H]4c2ccccc2)C3c2ccccc2)cc1 (some centres undefined),-14%,1%,1%,-4%,-1%,40%&22%,4,-3%,-4%&-4%,-6&1,-17
Cc1ccc(F)cc1NC(=O)c1ccc(NS(=O)(=O)c2ccc(Br)s2)cc1,4%,-4%,4%,4%,0%,26%,5,-9%,0%,-1,-12
COc1ccc(NC(=O)C(c2cc3c(cc2[N+](=O)[O-])OCO3)N2CCN(C=O)CC2)cc1 (centres undefined),7%,-8%,2%,0%,5%,7%,-3,1%,1%,-1,1
CN(CC(=O)NC(=O)NCc1ccccc1)CC(=O)Nc1ccc(Cl)c(Cl)c1,?,-9%,-3%,-8%,1%,.,-20,-5%,.,.,-5
CCOC(=O)c1[nH]c2ccccc2c1NC(=O)CCN1CCN(C(=O)OCC)CC1,-5%,-1%,1%,0%,3%,18%,4,-4%,-1%,7,6
Cc1ccc(S(=O)(=O)NCCC(=O)NC(C)CCc2ccccc2)cc1 (centres undefined),-2%,-11%,0%,3%,4%,.,5,-1%,.,.,-4
CCN(CC)CCn1c2c(c(SCC(=O)NCc3ccccc3)nc1=O)CCC2,5%,-5%,0%,-1%,5%,.,-4,1%,.,.,1
CCOCCCNCc1ccc(OC)cc1,.,-5%,2%,3%,1%,-1%,12,-1%,17%,-1,-40
Cc1cc(NC(=O)COC(=O)c2cc([N+](=O)[O-])ccc2N2CCOCC2)ccc1Br,-5%,-2%,-2%,-14%,-4%,.,-10,-8%,.,.,-17
CN(C)S(=O)(=O)c1ccc(C(=O)OCC(=O)c2ccc3c(c2)NC(=O)CO3)cc1,1%,0%,0%,1%,0%,-10%,-4,-1%,8%,4,2
Cc1nc(N2CCN(c3ccccn3)CC2)c2c(C)c(C(=O)N3CCN(c4ccc(F)cc4)CC3)sc2n1,-2%,-14%,-10%,-22%,1%,3%,24,-7%,-20%,-3,-41

# Continued:
SMILES,uPA surface inh,Rab9 promoter act,Tb PFK block,ELG1 genotoxic,FLuc modulator,RORg inh,Giardia killer,NPC1 promoter act,VP16 counter,Coupling enz,KCNH2 3.1 inh
Fc1ccc(C(CCNCc2ccccn2)c2ccc(Cl)cc2)cc1 (centres undefined),-8%,-10%,-1%,-13%,1%,-36%,7,-5%,-11%,0,-91*
CCOC(=O)C1=C(CNCCOc2ccc(OC)cc2)NC(=O)NC1c1ccc2c(c1)OCO2 (centres undefined),3%,4%,17%,9%,-2%,39%,8,-1%,6%,3,0
O=C(Nc1ccccc1C(F)(F)F)c1c(F)cccc1Cl,-28%,-3%,1%,0%,-14%,4%,0,-1%,-16%,-2,2
Cc1ccc(NC(=S)c2ccc(N(C)C)cc2)cc1,-4%,1.3µM*,1%,3.7µM*,1.7µM*,10µM*,-12,0.89µM*,?,1,22
CC(CNC(=O)c1ccc(OC2CCN(Cc3ccccn3)CC2)cc1)Oc1cccnc1 (centres undefined),0%,-5%,2%,-4%,2%,2%,6,1%,-4%,.,-11
COc1ccccc1OCCC(=O)OCC(=O)Nc1ccc2c(c1)OCCO2,0%,.,-4%,7%,.,.,4,.,.,.,19
CC(=O)c1sc(N/N=C/c2ccc(C(C)C)cc2)nc1C,-2%,0.79µM*,0%,?,6µM*,?,-23,1µM*,-17%,-1,-22
NC(=O)C1CCN(c2nc(C3CC3)nc3c2nnn3Cc2ccccc2)CC1,.,-2%,14%,0%,-2%,-19%,-7,5%,-23%,0,7
COc1cccc(CN(C)CC(=O)NNC(=O)c2ccc(Cl)cc2)c1,-4%,-3%,-4%,0%,-4%,-7%[10 µM],-1,-7%,1%,0,-6
CC(C)Oc1ccc(/C=N/NC(=O)c2nnn(-c3nonc3N)c2CN(C)C2CCCCC2)cc1,-4%,-1%,1%,3%,3%,-6%,26,0%,4%,0,-81*
Cc1nc(C(=O)Nc2cc(Cl)ccc2Cl)nn1-c1cc(OC(C)C)c(Cl)cc1Cl,-1%,-1%,0%,1%,3%,-2%,2,0%,0%,0,7
COc1cc(Cl)ccc1OCc1cc(C(=O)N(C)CCc2c(C)n[nH]c2C)no1,6%,24%,1%,2%,-17%,42%,12,-1%,7%,1,-3
COc1ccc(N(CCC(=O)O)S(=O)(=O)c2ccc(C)cc2C)cc1,-10%,-5%,-8%,1%,-6%,-13%,-13,-2%,-7%,10,-1
Cc1cccc(NC(=O)CCn2cnnn2)c1,5%,-10%,-1%,-2%,2%&-7%,0%,-7,-7%,6%,0,18
CCOC(=O)c1c(NC(=O)CN2CCCCC2)sc2c1CCN(C(=O)OCC)C2,11%,-18%,-3%,-6%,-1%,-20%,7,-8%,8%,.,7
CC(C)CN1CCN(Cc2cn(C)c3ccccc23)CC1CCO (centres undefined),3%,-7%,2%,-4%,5%,-25%,8,-4%,-16%,-1,-4
O=C(Nc1cccc(NC(=O)C2CCCO2)c1)c1ccco1 (centres undefined),0%,-3%,-2%,0%,2%,-18%,8,-5%,9%,0,-24
O=C(CSCC(=O)Nc1cccc([N+](=O)[O-])c1)Nc1ccccc1,2%,2%,4%,5%,-1%,?,-14,2%,9%,0,-2
Cc1ccc2c(c1)N(C(=O)CCC(=O)Nc1ccccc1Cl)CC(C)O2 (centres undefined),20%,-2%,1%,-1%,-1%&2%,-15%,-20,0%,1%,0,-4
CCN(CC)C(=O)CCc1nnc(CCc2c[nH]c3ccccc23)o1,1%,-12%,0%,1%,1%,11%,6,-1%,1%,1,3
O=C(CCC(=O)N(CC(=O)NC1CCCC1)c1cccc(F)c1)Nc1nccs1,-5%,2%,0%,-8%,0%,4%,0,3%,-8%,3,-1
COc1ccc(CN(CC2CCC(C(=O)O)CC2)C(=S)Nc2cc(C)ccc2C)cc1 (centres undefined),5%,-3%,0%,2%,-2%,41%,-11,3%,-8%,1,3
CCOC(=O)c1cc(S(=O)(=O)Nc2ccc(OC)cc2OC)cn1C,-7%,-1%,2%,-4%,1%,27%,22,-10%,-8%,4,4
CCC1Nc2ncnc(N3CCCCC3)c2N(Cc2ccc(Cl)cc2)C1=O (centres undefined),-28%,.,3%,-1%,.,.,-13,.,.,.,-28
CCCN1CCc2c(sc(NC(=O)c3ccc(S(=O)(=O)N(C)c4ccccc4)cc3)c2C(=O)NC)C1,-14%,-6%,-20%,-18%,0%,?,3,-1%,?,-1,-8
